M1AAP inhibition: malaria alanyl aminopeptidase activity blockers – biochemical, fluorogenic H-Leu-NHMec substrate, 1536-well (AID 1445). recombinant M1AAP, H-Leu-NHMec fluorogenic kinetic assay; higher % means a stronger effect. one-dose inhibition, % at 30 µM; IC50 in µM for titrated hits. actives 0.42% (n = 220,000);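 active = primary inhibition above the hit cutoff, then over 50% inhibition at one or more dose response concentrations, cut at about 23% in these data, passing the limit was not always enough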;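 note: plate controls were DMSO full reaction for no effect and no enzyme background for full effect; strong numbers were not always called active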
WT yeast gro inh: growth inhibition of WT yeast, mitochondrial fusion screen; actives 2.1% (n = 190,000); AID 1362; mitochondrial fusion phenotypic screen, WT strain; inhibition, % at 10 µM; in the data active = inhibition above about 58%; tested in S. cerevisiae
MT stabilize HCS: stabilizes microtubules in HeLa cells; HeLa tubulin immunostaining HCS, 24 h; share of cells brighter than vehicle mean+2SD; % tubulin-high responders, % at 10 µM; actives 0.83% (n = 200,000); AID 2205;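 active = plate Z-score above 3 for both tubulin-high and condensed-nucleus cell shares, with cell loss under 80%, at 10 µM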;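 note: anti alpha tubulin signal scored within the nucleus-defined area of each cell; some results filed as inactive read as strong as hits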
bCat nuc transl: alters nuclear translocation of beta-catenin in HeLa cells | immunofluorescence imaging | nuclear translocation activity, % at 5 µM | actives 0.3% (n = 190,000);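 active = nuclear translocation activity above 50% at 5 µM, with a well cell count of 50 or more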;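 note: per-cell ratio of nuclear to cytoplasmic median beta-catenin stain intensity; plate controls were DMSO negative control for no effect and GSK-3 inhibitor IX positive control for full effect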
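System: Human HeLa cells, endogenous beta-catenin | Compound dosing: 5 µM primary, 0.02–20 µM confirmation | Timing: 24 h compound exposure at 37°C, 5% CO2 | Measured by: Fluorescence imaging of beta-catenin antibody stain plus DAPI | Read-out basis: % activation of per-cell nuclear versus cytoplasmic median beta-catenin signal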
Yfh1-off respiration: mitochondrial function rescue without frataxin homolog – Friedreich's ataxia, plus single-dose screen, dose response (AID 1465) | S. cerevisiae Yfh1-off respiration, WST-1 reduction, 72 h; higher fold induction means a stronger effect | fold induction at 50 µM; hits with a dose series show EC50 in µM | actives 0.074% (n = 220,000);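 active = fold induction of absorbance versus untreated yeast above a set limit, then at least 30% activation at any dose in follow-up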;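 note: activators that raise dye reduction in frataxin-depleted yeast; strong numbers were not always called active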
T cell modulator: T cell immune modulation candidate | 2C CD8+ T cell-vesicle binding, flow cytometry; stronger effect = lower value | calls only at 7 µM | actives 0.068% (n = 330,000);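 active = response, share of CD8 T cells binding vesicles, and their 90th percentile fluorescence all below set limits, cut at about 80% in these data, passing the limit was not always enough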
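Also added: QL9-peptide-loaded Drosophila micro-vesicles bearing Ld, ICAM-1 and B7-1; Test system: purified 2C TCR transgenic mouse naive CD8+ T cells; Measured by: cytometric PE anti-B7-1 and Alexa647 anti-CD8 signals after 1% paraformaldehyde fixation; Timing: binding step 1.5 h, 37 °C, antibody labelling 20 min, ice.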
Autophagy mod: modulators of autophagy; MEF GFP-LC3 puncta imaging; test concentration mostly 10 µM; calls only at 10 µM (by protocol); actives 0.98% (n = 190,000);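 active = percentage of spot-positive cells more than 3 SD above its plate mean, without a fluorescence outlier flag or 80% toxicity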;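 note: spot-positive cell cutoff set from DMSO-treated cells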
Dynein transport: dynein cargo transport inhibition; 3617.4 mouse cells, GR-EGFP nuclear translocation imaging; test concentration mostly 20 µM; stimulated with dexamethasone, 1 µM; stronger effect = lower value; actives 0.47% (n = 220,000); AID 1381; z-score, hits read low;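 active = plate z-score of nuclear minus cytoplasmic receptor signal below a set negative limit, without overly bright fluorescence or cell loss, cut at about -3.5 in these data, passing the limit was not always enough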;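 note: z-score of nuclear minus cytoplasmic ring GR-EGFP intensity difference per well; some compounds called inactive have numbers as strong as hits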
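Also added: dexamethasone, 1.0 µM final. Medium: tet-free, stripped-serum medium. Detection: fixed, Hoechst-stained cells imaged at 10x for EGFP. Read-out: nuclear-to-cytoplasmic GR-EGFP distribution per well. Times: induction 48 h, compound 1 h, agonist 30 min.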
M17LAP inhibition: P. falciparum M17LAP inhibitors, primary screen, biochemical, fluorogenic H-Leu-NHMec substrate, 1536-well (AID 1619). inhibition, % at 30 µM, or IC50 in µM where a hit was titrated. actives 0.38% (n = 220,000). recombinant M17LAP, H-Leu-NHMec fluorogenic kinetic assay; higher % means a stronger effect;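 active = compound inhibiting the enzyme by more than half at any dose during confirmatory dose-response retesting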;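 note: plate controls were full reaction with DMSO carrier for no effect and no enzyme background for full effect; strong numbers were not always called active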
WT yeast gro inh mutant strain: second read-out of WT yeast gro inh, no call of its own (marks repeat the call); inhibition, %; mitochondrial fusion phenotypic screen, mutant strain inhibition
Dynein transport cytoplasmic EGFP: further read-out of Dynein transport, marked with its call; z-score; measured here: cytoplasmic GR-EGFP intensity; stronger effect = higher value
Dynein transport nuclear GR-EGFP: further read-out of Dynein transport, marked with its call; z-score; measured here: nuclear GR-EGFP intensity;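 lower value marks the stronger effect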
Dynein transport cell count: further read-out of Dynein transport, marked with its call; z-score; measured here: cell count per field
bCat nuc transl cell count 5 µM: further read-out of bCat nuc transl, marked with its call; cell count; measured here: cell count, cytotoxicity flag
T cell modulator vesicle-bound %: further read-out of T cell modulator, marked with its call; double positive events, %; measured here: CD8+ vesicle-bound cell fraction;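 binding gate set so that unloaded-vesicle control wells show 10% double positive cells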
MT stabilize HCS Hoechst-high %: second read-out of MT stabilize HCS, no call of its own (marks repeat the call); % Hoechst-high responders; measured here: nuclear condensation Hoechst responders;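 share of cells brighter than vehicle mean plus two SD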
MT stabilize HCS cytotoxicity %: second read-out of MT stabilize HCS, no call of its own (marks repeat the call); toxicity, %; measured here: cytotoxicity by cell density;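 0% = mean cell density of plate MIN control wells and 100% = no cells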
Autophagy mod cell loss 18 h: second read-out of Autophagy mod, no call of its own (marks repeat the call); toxicity, %; measured here: cell loss, nuclei count;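 cell loss after 18 h compound exposure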
* = called active by the depositor; i = inactive; · = not tested or not shown; + = active, no number. Outcome played no part in choosing rows (roughly 4.4% active in at least one column).

SMILES	M1AAP inhibition	WT yeast gro inh	WT yeast gro inh mutant strain	MT stabilize HCS	MT stabilize HCS Hoechst-high %	MT stabilize HCS cytotoxicity %	bCat nuc transl	bCat nuc transl cell count 5 µM	Yfh1-off respiration	T cell modulator	T cell modulator vesicle-bound %	Autophagy mod	Autophagy mod cell loss 18 h	Dynein transport	Dynein transport cytoplasmic EGFP	Dynein transport nuclear GR-EGFP	Dynein transport cell count	M17LAP inhibition
C=CCN(c1ccccc1)S(=O)(=O)c1cccc(C(=O)Nc2nnc(SCC)s2)c1	6%	-15	-6	3.2	2.4	3.5	0.3	960	i	i	36	i	-14	-0.67	0.0082	-0.57	0.91	-6%
Cc1ccc(C)c(NC(=S)NCc2cccs2)c1	4%	-9	9	2.5	2.3	1.8	0.7	552	i	i	48	i	-1	-0.63	-0.26	-0.58	0.86	10%
Cc1cc(C(=O)CN2C(=O)CCC2=O)c(C)n1Cc1ccccc1	1%	0	-5	5.3	3.1	11	-0.4	1202	i	i	18	i	3	-1.3	-0.36	-0.5	1.6	0%
CC(=O)N1CCC(N(CCN2CCOCC2)C(=S)Nc2ccccc2C)CC1	2%	15	5	2.9	2.1	6.6	-1.4	1159	i	i	47	i	4	-0.33	-0.26	-0.088	2.5	-5%
S=C(NCc1ccc2c(c1)OCO2)NCc1ccc2c(c1)OCO2	6%	6	-13	4.3	3.3	10	0.8	1014	i	i	20	i	4	1.7	0.32	0.91	-1.2	-7%
CCCCC(=O)Nc1ccc2c3c(cccc13)C(=O)N2CC	5%	-10	1	5.3	4.7	2.7	-0.5	1358	i	i	2	i	7	0.8	-0.3	0.44	-0.38	16%
COC(=O)c1ccc(/C=N\n2c(C)nnc2C)cc1	-2%	8	5	3.9	3.2	16	-0.1	1105	i	i	33	i	41	0.94	-0.44	0.36	-0.17	-4%
O=[n+]1c2c(n([O-])c3c1CCC3)CCCC2	-1%	7	-8	4.0	3.1	18	-1.9	1217	i	i	57	i	-26	1.8	-0.4	1.2	-1.1	8%
CCOc1ccc(-n2c(C)nc3cc(C(=O)NCc4ccc5c(c4)OCO5)ccc32)cc1	0%	52	10	2.2	2.0	3.3	0.1	484	i	i	46	i	6	-0.068	-0.35	-0.27	0.73	-1%
Cc1cc2c(cc1C)N(C(=O)CN1C(=O)c3ccccc3C1=O)C(C)(C)c1ssc(=S)c1-2	8%	32	6	6.4	1.8	4.4	-4.3	1019	i	i	21	i	-45	-0.019	0.33	0.57	-2.1	6%
O=C(Nc1cccc(C(F)(F)F)c1)C12CC3CC(CC(C3)C1)C2	-5%	-13	-5	3.1	1.7	2.9	6.2	541	i	i	12	i	8	0.028	-0.19	-0.23	0.59	9%
O=C(CSc1ccc(Cl)cc1)Nc1ccccc1Oc1ccccc1	2%	-3	3	5.1	2.4	7.3	-1.6	1071	i	i	46	i	-2	0.048	-0.0038	-0.11	0.21	15%
O=C(N/N=C/c1cc(Br)c(Br)o1)C(O)c1ccccc1 (stereo unspecified)	13%	2	13	1.4	2.9	9.6	-3.5	605	i	i	55	i	-2	0.12	-0.26	0.11	0.39	4%
COc1ccc(/C=C/C(=O)OCC(=O)Nc2ccc(N3CCOCC3)cc2)cc1OC	-1%	·	·	·	·	·	1.3	969	i	i	42	·	·	0.57	-0.16	0.33	0.048	-2%
COc1ccc(C(=O)OCC(=O)NCC2CCCCC2)cc1S(=O)(=O)N1CCCc2ccccc21	2%	20	21	3.4	1.8	6.0	·	·	i	i	43	i	1	-0.34	-0.27	-0.23	0.56	7%
Cc1sc2ncnc(OCC(=O)NC3CCS(=O)(=O)C3)c2c1C (stereo unspecified)	3%	·	·	·	·	·	0.3	1336	i	i	23	·	·	-0.47	-0.3	-0.22	0.89	57%
O=C(O)CCCSCC(=O)Nc1ccccc1	2%	-30	-60	1.3	1.4	3.8	-8.8	1209	i	i	11	i	2	0.012	-0.32	0.049	-0.35	35%
CCOC(=O)c1cc(C)nc(N2CCCCC2)c1C#N	7%	·	·	·	·	·	0.9	1332	i	i	31	·	·	-0.76	-0.26	-0.59	0.27	-3%
COc1ccc(OC)c(C2C(C(=O)c3ccccc3)=C(C)Nc3nc4ccccc4n32)c1 (stereo unspecified)	5%	-7	-20	6.2	2.9	3.6	-0.1	432	·	i	37	i	-2	3.4	2.3	3.4	-2.4	-21%
COc1ccc(NC(=O)C23CC4CC(C2)CC(n2cnc(Br)n2)(C4)C3)c(C)c1	15%	-54	-4	3.8	1.5	9.0	·	·	i	i	14	i	-1	2	-0.11	-0.11	-1.2	6%
COc1ccc(OC)c(C(c2nnnn2C2CCCC2)N2CCN(c3ccc(F)cc3)CC2)c1 (stereo unspecified)	-4%	20	1	2.7	1.4	0.0	-6.0	1271	i	i	38	i	-3	-0.63	-0.2	-0.19	0.74	-1%
COc1cc(/C=C2\N=C(c3c(-c4ccccc4)noc3C)OC2=O)ccc1OC(C)=O	6%	-6	-12	1.0	2.2	6.7	-2.2	1170	i	i	58	i	11	-0.52	0.083	-0.37	-0.64	14%
N#C/C(=C(\O)c1ccco1)c1ccccn1	13%	4	1	2.8	3.4	5.1	-6.3	892	i	i	33	i	17	-0.59	-0.18	-0.5	0.95	8%
Cc1cccc(C)c1NC(=O)CS(=O)CC(=O)NC1CCN(Cc2ccccc2)CC1 (stereo unspecified)	-3%	4	-6	4.2	2.6	7.5	-2.3	904	i	i	40	i	-8	-0.37	-0.22	0.21	-0.32	-6%
O=C(COc1ncnc2cc(Cl)ccc12)c1ccc2c(c1)OCCO2	-6%	·	·	·	·	·	1.4	1332	i	i	13	·	·	-0.19	-0.26	0.21	0.56	-8%
CCn1c(CNc2cccc(Cl)c2)nnc1SCC(=O)OC1CCCCC1	1%	25	-37	2.2	2.4	11	·	·	·	i	25	i	8	-0.56	-0.21	-0.16	0.29	3%
NNc1ccc2nncn2n1	6%	·	·	·	·	·	0.2	1336	i	i	40	·	·	-0.66	-0.22	-0.36	-0.27	14%
COc1ccc2cc(/C=N/NC(=O)CN(c3ccccc3)S(=O)(=O)c3ccccc3)c(Cl)nc2c1	10%	7	-13	6.2	7.3	2.8	2.3	893	i	i	25	i	-6	-0.87	-0.19	-0.8	0.66	2%
O=C(Nc1ccc2c(c1)OCCO2)c1c(F)c(F)c(F)c(F)c1F	11%	-9	-4	3.4	2.0	2.1	-1.2	1068	i	i	29	i	6	0.087	-0.19	-0.15	-0.72	12%
CCOC(=O)C1=C(C)Nc2ccccc2N=C1NC(=O)c1ccc(Cl)c(S(=O)(=O)N2CCCC2)c1	3%	-1	7	6.1	0.9	4.9	1.8	1035	i	i	34	i	15	0.33	-0.29	0.85	-1.2	0%
COc1ccccc1-c1c(C)nn2c(NCCN3CCCC3)cc(C)nc12	8%	14	11	1.4	3.4	9.0	-2.2	1117	i	i	24	i	6	-0.8	-0.29	-0.35	0.6	3%
COc1ccccc1C(=O)NCc1ccc(-c2nc3ccccc3s2)cc1	0%	9	0	2.3	3.5	6.9	0.4	1129	i	i	41	i	1	-0.46	-0.23	-0.38	0.27	-9%
Nc1[nH]c(=S)nc2nc(-c3ccccc3)c(-c3ccccc3)nc12	15%	-17	-16	5.8	2.5	3.0	-4.6	1150	i	i	74	i	23	-1.1	-0.12	-0.35	0.55	7%
CC(=O)N1CCc2cc(S(=O)(=O)NCCC(=O)N3CCc4ccccc4C3)ccc21	9%	3	6	3.9	2.0	6.0	-2.3	861	i	i	11	i	4	-0.67	-0.19	0.016	0.21	-9%
COc1ccc(OC)c(NC(=O)c2cn(C)c(=O)c3cc(OC)c(OC)cc23)c1	2%	9	-5	3.9	1.3	7.5	1.2	917	·	i	19	i	-6	0.016	-0.24	0.14	-0.097	15%
COCCN(CCOC)C(=O)N1CCOCC1	3%	·	·	·	·	·	-0.5	1373	i	i	32	·	·	-0.63	-0.25	-0.32	0.64	2%
COCCN(C(=O)CSc1nnc(-c2ccccc2C)n1C)c1c(N)n(Cc2ccccc2)c(=O)[nH]c1=O	4%	5	0	1.1	0.8	2.5	-2.0	1092	i	i	41	i	12	1.3	-0.055	0.3	-1.9	5%
CC(C)N=C1NN=C(c2ccc(F)cc2)CS1	7%	7	10	1.6	1.6	2.2	0.8	1018	i	i	26	i	3	-0.65	-0.27	-0.47	0.64	2%
O=C(Nc1ccc(Cl)cc1)/C(=C/c1cccc(O)c1)c1nc2ccccc2s1	5%	54	-8	39	2.4	55	3.0	923	i	i	48	+	20*	-6*	0.99*	-2.7*	-0.26*	-13%
